TRPC4 block: inhibitors of mouse TRPC4 channel | HEK293 TRPC4beta/mu-opioid, DAMGO-evoked Fluo4 calcium flux; hits give low values | hit rate 0.39% among 300,000 | Q9QUQ5 | B-score at 10 µM;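 active means B-score over 3 SD under the library average, no early fluorescence shift, positive overall ratio signal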
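Assay system: TRPC4beta/mu-opioid receptor HEK293 cell line; compound dosing: single concentration per test compound; detection: Fluo4 Ca2+ flux fluorescence; evaluation: per-well B score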
TRPC4 PAM: TRPC4 (mouse) allosteric potentiation; Q9QUQ5; HEK293 TRPC4beta/mu-opioid, DAMGO EC20, Fluo-4 Ca2+ flux; hits give high values; B-score at 10 µM; hit rate 0.42% among 310,000; AID 2227;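 active means B-score of calcium response area above 5 SD of library B-scores, with initial fluorescence ratio within 5 SD of library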;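 further: B-score of integrated fluorescence ratio over time as area under calcium response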
TRPC6 inhibitor: mouse TRPC6 channel inhibition. Q61143. HEK293-TRPC6, membrane potential dye, ACh-evoked depolarization; hits give low values. B-score at 10 µM. hit rate 1.1% among 310,000. AID 2553;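 active means B-score under library mean minus 3 SD, initial fluorescence not abnormally high, positive integrated signal ratio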;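 further: B-score derived from integrated fluorescence ratio over the kinetic read; more negative B-score means stronger inhibition of depolarization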
ANO1 activ: activates or potentiates the mouse TMEM16A chloride channel; Q8BHY3; hit rate 0.3% among 340,000; HEK293 TMEM16A/YFP-H148Q/I152L, iodide quench fluorescence; hits give low values; AID 623877; B-score at 10 µM;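 active means fluorescence-ratio B-score plate-corrected deviation score at least 3 library SD below zero, with starting fluorescence score within 5 deviations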;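 further: channel opened by trigger with iodide after compound preincubation; score built on the fluorescence ratio of max minus min over baseline; more negative score means more quench and so TMEM16A activation or potentiation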
TRPC6 act: mouse TRPC6 channel activation. HEK293-TRPC6 membrane potential dye fluorescence; hits give high values. hit rate 0.13% among 310,000. B-score at 10 µM. Q61143. AID 2550;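 active means B-score of the integrated fluorescence ratio above library mean plus 3 SD, and starting fluorescence ratio within library mean plus 5 SD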;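 further: higher score means more depolarization so channel activation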
MrgX1 antag: human MrgX1 receptor antagonism, primary screen. hit rate 1.3% among 310,000. B-score at 10 µM. MRGX1-HEK293 calcium flux, Fluo-4, BAM8-22 antagonism; hits give low values. Q96LB2;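 active means calcium-response B-score plate-corrected more than 3 library SD below zero, starting fluorescence within 5 deviations, no agonist response on first addition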;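 further: peak minus trough fluorescence over baseline after final BAM8-22 challenge near maximal dose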
Target sequence (Q96LB2 whole entry, looked up): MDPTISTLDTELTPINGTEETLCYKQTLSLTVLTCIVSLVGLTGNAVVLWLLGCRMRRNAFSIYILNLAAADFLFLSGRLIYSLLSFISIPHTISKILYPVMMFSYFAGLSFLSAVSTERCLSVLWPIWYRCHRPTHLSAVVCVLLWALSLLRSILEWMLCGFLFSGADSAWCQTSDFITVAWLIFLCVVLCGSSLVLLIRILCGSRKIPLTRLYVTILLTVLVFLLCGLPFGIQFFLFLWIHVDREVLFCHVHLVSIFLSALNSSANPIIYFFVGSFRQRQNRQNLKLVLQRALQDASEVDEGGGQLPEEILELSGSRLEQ
MrgX1 allo act: allosterically activates human MrgX1 receptor signaling; Q96LB2; MrgX1-HEK293, Fluo-4 calcium flux, FDSS; hits give high values; B-score at 10 µM; hit rate 0.63% among 310,000;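 active means plate-corrected calcium response at least 3 library SD above typical, normal starting fluorescence, not activating the receptor alone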;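 further: compound read alongside a low EC10 to EC30 dose of BAM8-22 agonist; peak minus trough fluorescence over baseline measured at the second addition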
TMEM16A inh: mouse TMEM16A channel inhibition, primary screen; normalized B-score (activity score, 25-100; higher = stronger inhibition) at 10 µM; hit rate 1.2% among 310,000; HEK293 TMEM16A/YFP iodide influx fluorescence, ionomycin; AID 588511;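 active means ratio plate-corrected score three or more library SD toward inhibition, starting fluorescence score within five deviations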;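 further: score derived from kinetic fluorescence span divided by baseline fluorescence per well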
TRPC4 agonist: TRPC4 (mouse) channel activation. HEK293 TRPC4beta/mu-opioid, Fluo4 calcium fluorescence; hits give high values. B-score at 10 µM. hit rate 0.49% among 310,000. AID 2237;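 active means B-score above 5 SD of library B-scores, and initial fluorescence ratio not above library mean plus 5 SD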;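 further: positive B-score marks a calcium rise read as TRPC4 activation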
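Assay system: HEK293 stable line with TRPC4beta plus mu-opioid receptor. Times: dye 45 min RT, read 110 s. Measured by: kinetic Fluo4 calcium fluorescence. Measure: B score of integrated ratio. Controls: assay buffer as low control, maximal DAMGO as high control.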
MrgX1 agonist: agonists of human MrgX1 receptor; MrgX1-HEK293 cells, Fluo-4 calcium fluorescence, agonist mode; hits give high values; hit rate 0.44% among 310,000; AID 588627; B-score at 10 µM;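 active means calcium response B-score plate-corrected fluorescence ratio at least 3 library SD, with starting fluorescence B-score inside 5 SD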
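Material: MrgX1-expressing HEK293 cells; input: 15,000 cells per well; doses: test compound given as first of three sequential additions; schedule: overnight plating before 1 h dye loading; technique: Fluo-4 NW calcium-flux fluorescence, kinetic read; evaluation: baseline-normalised fluorescence change ratio, B-scored; control set: plate-wise positive and negative controls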
RGS4 block: human RGS4 inhibition. hit rate 0.45% among 310,000. B-score at 10 µM. AID 463165. HEK293 M3R/RGS4 inducible, Fluo-4 calcium flux; hits give high values; triggered by carbachol at its EC20. P49798;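 active means B-score, a plate-corrected calcium signal, over three deviations above library mean, with baseline fluorescence within five deviations of library mean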;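 further: RGS4 expression induced by doxycycline in cells with stable M3 receptor; B-score is computed from the integrated fluorescence ratio over baseline after carbachol; higher B-score means a larger calcium signal and so more RGS4 inhibition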
Target sequence (P49798 whole entry, looked up): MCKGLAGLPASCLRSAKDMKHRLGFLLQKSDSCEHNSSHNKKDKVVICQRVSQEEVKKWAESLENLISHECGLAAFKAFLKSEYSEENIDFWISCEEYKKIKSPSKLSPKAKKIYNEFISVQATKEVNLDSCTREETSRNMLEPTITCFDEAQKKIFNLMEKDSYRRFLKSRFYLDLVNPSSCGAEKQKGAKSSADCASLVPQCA
Active calls of the source: *; i = inactive; . = no result given.

Values run as follows: TRPC4 block	TRPC4 PAM	TRPC6 inhibitor	ANO1 activ	TRPC6 act	MrgX1 antag	MrgX1 allo act	TMEM16A inh	TRPC4 agonist	MrgX1 agonist	RGS4 block
CCOc1ccc(N2C(=O)/C(=C/c3ccccc3OCC(=O)OC)N(CC(=O)OC)C2=S)cc1
→ i	i	i	i	i	i	i	i	i	i	i
COc1ccc(CNC(=O)C2CCN(S(=O)(=O)c3ccc4c(c3)NC(=O)CO4)CC2)cc1
→ i	i	i	i	i	i	i	i	i	i	i
Cc1sc2ncnc(N3CCC(C(=O)NNC(=O)COc4ccc(Br)cc4)CC3)c2c1C
→ i	i	i	i	i	i	i	100*	i	i	i
CC12CN3CC(C)(CN(C1)C3c1ccc([N+](=O)[O-])o1)C2 (stereo not given)
→ i	i	i	i	i	i	i	i	i	i	i
CCCn1c(NC(=O)CSCC(=O)Nc2cc(C)on2)nc2ccccc21
→ i	i	i	i	i	i	i	i	i	i	i
Cc1cc(C)c(S(=O)(=O)NCCc2ccccc2)c(C)c1
→ i	i	i	i	i	i	9.7*	i	i	i	i
N#CCCN1CCN(S(=O)(=O)c2ccc(S(=O)(=O)N3CCCCCC3)cc2)CC1
→ i	i	i	i	i	i	i	i	i	i	i
COC(=O)NC(NC(=S)Nc1ccc([N+](=O)[O-])cc1)C(Cl)(Cl)Cl (stereo not given)
→ i	i	i	i	i	i	i	i	i	i	i
CCOc1ccccc1NC(=S)NCC1CCCO1 (stereo not given)
→ i	i	i	i	i	i	i	i	i	i	i
CC(C)(C)OC(=O)NC(Cc1ccccc1)C(=O)NCCCC(=O)O (stereo not given)
→ i	i	i	i	i	i	i	i	i	i	i
COc1ccc(C(=O)CN(C(=O)c2ccc(Cl)cc2)N2C(=O)c3ccccc3C2=O)cc1
→ i	i	i	i	i	i	i	i	i	i	i
Cc1cc(NC(=O)COC(=O)CSc2nc3cc(Cl)ccc3n2Cc2ccccc2)no1
→ i	i	i	.	i	i	i	i	i	i	i
CCOc1cc(C(=S)N2CCOCC2)ccc1OS(=O)(=O)c1ccc(C)cc1
→ i	i	i	i	i	i	i	i	i	i	i
CCOC(=O)C(CC)n1cnc2c(nnn2-c2ccc(F)cc2)c1=O (stereo not given)
→ i	i	i	i	i	i	i	i	i	i	i
C(=N\Nc1nc(N2CCCCCC2)nc(N2CCCCCC2)n1)/c1ccccc1
→ i	i	i	i	i	i	i	i	i	i	i
Cc1csc(NC(=O)CCSCCc2ccccn2)n1
→ i	i	i	i	i	i	i	i	i	i	i
CCOc1cc(N2CCOCC2)c(OCC)cc1NC(=O)c1ccc(OCc2c(C)noc2C)c(OC)c1
→ i	i	i	i	i	i	i	i	i	i	i
CC(C)N1CCc2c(sc(NC(=O)c3ccc(S(=O)(=O)N4CCCCC4C)cc3)c2C(N)=O)C1 (stereo not given)
→ i	i	i	i	i	i	i	i	i	i	i
CC(=O)c1c(C)oc2ccc(N(C(C)=O)S(=O)(=O)c3ccc(F)cc3C)cc12
→ i	i	i	i	i	i	i	i	i	i	i
COc1ccccc1NC(=S)N1CCN(c2cccc(C)c2C)CC1
→ i	i	i	i	i	i	i	i	i	i	i

Sorted by SMILES length (high to low): part of the list above.
Values run as follows: TRPC4 block	TRPC4 PAM	TRPC6 inhibitor	ANO1 activ	TRPC6 act	MrgX1 antag	MrgX1 allo act	TMEM16A inh	TRPC4 agonist	MrgX1 agonist	RGS4 block
COc1ccc(C(=O)CN(C(=O)c2ccc(Cl)cc2)N2C(=O)c3ccccc3C2=O)cc1
→ i	i	i	i	i	i	i	i	i	i	i
COc1ccccc1NC(=S)N1CCN(c2cccc(C)c2C)CC1
→ i	i	i	i	i	i	i	i	i	i	i
Cc1csc(NC(=O)CCSCCc2ccccn2)n1
→ i	i	i	i	i	i	i	i	i	i	i

The list continues.
Values run as follows: TRPC4 block	TRPC4 PAM	TRPC6 inhibitor	ANO1 activ	TRPC6 act	MrgX1 antag	MrgX1 allo act	TMEM16A inh	TRPC4 agonist	MrgX1 agonist	RGS4 block
Fc1ccc(-c2csc(N3CCC(c4ccccc4)C3)n2)cc1 (stereo not given)
→ i	i	i	i	i	i	i	100*	i	i	i
COc1ccc(-c2noc3c2-c2nc(-c4c(F)cccc4F)sc2CC3)cc1
→ i	i	i	i	i	i	i	i	i	i	i
Cn1cnnc1SCc1ccc(F)c2ccccc12
→ i	i	i	i	i	i	i	i	i	i	i
CC(C(=O)NCC1CCCCC1)N(C)CC(=O)Nc1ccc(N2CCOCC2)cc1 (stereo not given)
→ i	i	i	i	i	i	i	i	i	i	i
Cn1c(=O)c2c(nc3n2CC(O)CN3c2ccccc2)n(C)c1=O (stereo not given)
→ i	i	i	i	i	i	i	i	i	i	i
Cc1ccc2nc3c(c(C(=O)OCC(=O)N(C)C4CCS(=O)(=O)C4)c2c1)CCCC3 (stereo not given)
→ i	i	i	i	i	i	i	i	i	i	i
CC1CCCC(C)N1C(=O)COc1ccccc1F (stereo not given)
→ i	i	i	i	i	i	i	i	i	i	i
CN1CCN(NC(=O)c2cccc(Br)c2)CC1
→ i	19*	i	i	i	i	i	i	i	i	i
Cc1ccc(S(=O)(=O)N2CCN(C(=O)c3ccnn3C)CC2)cc1C
→ i	i	i	i	i	-5.7*	i	i	i	i	i
O=[N+]([O-])c1ccc2c(c1)nnn2-c1ccccc1
→ i	i	i	i	i	i	i	i	i	i	i
COC(=O)c1cccc(C23CC4(C2)[C@H](CN(Cc2ccc(C(F)(F)F)cc2)[C@@H]4c2ccccc2)C3c2ccc(C(F)(F)F)cc2)c1 (stereo not given in full)
→ i	i	i	.	i	i	i	i	i	i	i
CSCCC(NC(=O)c1occc1C)C(=O)O (stereo not given)
→ i	i	i	i	i	i	i	i	i	i	i
CS(=O)(=O)Nc1ccc(C2=NN(S(C)(=O)=O)C(c3ccc4nccnc4c3)C2)cc1 (stereo not given)
→ i	i	i	i	i	i	i	i	i	i	i
CCc1cccc(OCCCN2C(=O)NC(C)(C)C2=O)c1
→ i	i	i	i	i	i	i	i	i	i	i
CCOC(=O)N=S(=O)(Oc1ccc([N+](=O)[O-])cc1)c1ccc(Cl)cc1 (stereo not given)
→ i	i	i	i	i	i	i	i	i	i	i
CCC(CC)c1nnc(NC(=O)CS(=O)(=O)c2ccccc2)s1
→ i	i	i	i	i	i	i	i	i	i	i
Cc1cc(C2=NNC(=NC3CC3)SC2)c(C)n1-c1c(C)n(C)n(-c2ccccc2)c1=O
→ i	i	i	i	i	i	i	i	i	i	i
CCN(CC)CCNC(=O)Cn1c(C)cc2ccccc2c1=O
→ i	i	i	i	i	i	i	i	i	i	i
c1cc2c3c(cccc3c1)NC1(CCC3(CC1)Nc1cccc4cccc(c14)N3)N2
→ i	i	-6.9*	i	i	i	7*	i	i	i	i
Cn1nc(CSc2ccccc2)c(C=O)c1Cl
→ i	i	i	i	i	i	i	i	i	i	i
CN(C(=O)CSc1ccncc1)C1CCCN(Cc2ccccc2F)C1 (stereo not given)
→ i	i	i	i	i	i	i	i	i	i	i
COC(=O)\C(C(C)=O)=C(/C=C/C=C/N(C)C)N(C)C
→ i	i	i	i	i	i	i	i	i	i	i
NC1=NC(=Nc2cccc(S(N)(=O)=O)c2)c2ccccc21
→ i	i	i	i	i	i	i	i	i	i	i
CCOc1ccc(NC(=S)N(CCOC)C2CCN(C(C)C)CC2)cc1
→ i	i	i	i	i	i	i	i	i	i	i
COc1ccc(CCNC(=O)C2CCN(S(=O)(=O)c3cccc4nonc34)CC2)cc1OC
→ i	i	i	i	i	i	i	i	i	i	i
Cc1cc(C)n(CCNC(=O)C2CCC(=O)N(Cc3ccc(Cl)cc3)C2)n1 (stereo not given)
→ i	i	i	i	i	i	i	i	i	i	i
COc1ccc(NC(=O)c2ccc(=O)oc2)cc1
→ i	i	i	i	i	i	i	i	i	i	i
COc1ccc(CC2(CO)CCN(Cc3ccncc3)CC2)cc1
→ i	i	i	i	i	i	i	i	i	i	i
COc1ccc(N=C2C(=Nc3ccc(OC)cc3)N(c3ccc(OC)cc3)C(=S)N2c2ccccc2)cc1
→ i	i	i	i	i	i	i	i	i	i	i
CCOC(=O)C1CCCC(NS(=O)(=O)c2ccc(NC(C)=O)cc2)C1 (stereo not given)
→ i	i	i	i	i	i	i	i	i	i	i
Cc1cc(C)n(-c2cc(N3CCN(C(=O)c4ccccc4C)CC3)ccc2[N+](=O)[O-])n1
→ i	i	i	i	i	i	i	i	i	i	i
O=C(NC1CCCC1)C1CCCN1C(=O)Nc1ccccc1 (stereo not given)
→ i	i	i	i	i	i	i	i	i	i	i
Cc1cc(NC(=O)C2CC(=O)N(c3ccccc3C)C2)no1 (stereo not given)
→ i	i	i	i	i	i	i	i	i	i	i
Cc1nc(N2CCN(C(=O)c3ccco3)CC2)c2c3c(sc2n1)CCCC3
→ i	i	i	i	i	i	i	i	i	i	i
CC(=O)Nc1cccc(C(=O)OC(C)C(=O)N2CCc3ccccc32)c1 (stereo not given)
→ i	i	i	i	i	i	i	i	i	i	i
O=C1c2ccccc2CCC1C(O)c1ccccn1 (stereo not given)
→ i	i	i	i	i	i	i	i	i	i	i
CN(C)c1nc(N(C)C)n(C(=O)c2cccs2)n1
→ i	i	i	i	i	i	i	i	i	i	i
Cc1noc(C)c1CSCC(=O)OCC(=O)Nc1sccc1C#N
→ i	i	i	i	i	i	i	i	i	i	i
O=C(O)CC1SC(=O)N(Cc2ccccc2)C1=O (stereo not given)
→ i	i	i	i	i	i	i	i	i	i	i
COc1ccc(/C=N/n2c(-c3n[nH]c4c3CCC4)n[nH]c2=S)cc1
→ i	i	-5*	i	i	i	i	i	i	i	i
CC(=O)N1CCN(C(=O)COC(=O)COc2ccc(C#N)cc2)CC1
→ i	i	i	i	i	i	i	i	i	i	i
Cn1c(=O)c2c(nc(CN3CCC(C(N)=O)CC3)n2Cc2c(Cl)cccc2Cl)n(C)c1=O
→ i	i	i	i	i	i	i	i	i	i	i
COc1cccc(N2C(=O)CC(N3CCC(c4nc5ccccc5[nH]4)CC3)C2=O)c1 (stereo not given)
→ i	i	i	i	i	i	i	i	i	i	i
CC(C)(C)c1ccc(-c2noc(C(=O)NN)n2)cc1
→ i	i	i	i	i	i	i	i	i	i	i
COC(=O)c1cc(-c2ccc(OC)cc2)on1
→ i	i	i	i	i	i	i	i	i	i	i

Rows are unselected; about 5.8% have a hit in one of these screens.
